HTT ATP protect = cytoprotection in Huntington HTT-Q103 PC12 cell model | Potency, µM (highest dose often 56.4 µM), for inactives: cytoprotection (ATP increase), actives largely listed as activators | 230,000 compounds, 0.14% hits | AID 1471 | PC12 HTT-Q103 induced, cytoprotection, ATP luminescence, 40 h;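 further: potency means the concentration at half of the fitted maximal effect; % of control where 0% means no effect; nearly all actives have a fitted effect of over 45% in size; toxic huntingtin expression switched on by the ecdysone agonist tebufenozide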
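ATP quantification (ATPlite) reports survival of PC12 cells in which tebufenozide, 100 nM final, switches on Htt exon 1 with 103 glutamines linked to GFP; compounds are titrated.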
CBFb-RUNX1 inh = inhibitors of human CBF-beta and RUNX1 interaction; AlphaScreen CBFb-His/RUNX1-biotin binding, biochemical; Potency, µM (top dose mostly 59.8 µM), inactives show at the top dose activity, negative = inhibition, usual class: inhibitors; 230,000 tested, under 10 active; further: % of control where 0% means no effect
Target sequence (Q01196 whole entry, looked up): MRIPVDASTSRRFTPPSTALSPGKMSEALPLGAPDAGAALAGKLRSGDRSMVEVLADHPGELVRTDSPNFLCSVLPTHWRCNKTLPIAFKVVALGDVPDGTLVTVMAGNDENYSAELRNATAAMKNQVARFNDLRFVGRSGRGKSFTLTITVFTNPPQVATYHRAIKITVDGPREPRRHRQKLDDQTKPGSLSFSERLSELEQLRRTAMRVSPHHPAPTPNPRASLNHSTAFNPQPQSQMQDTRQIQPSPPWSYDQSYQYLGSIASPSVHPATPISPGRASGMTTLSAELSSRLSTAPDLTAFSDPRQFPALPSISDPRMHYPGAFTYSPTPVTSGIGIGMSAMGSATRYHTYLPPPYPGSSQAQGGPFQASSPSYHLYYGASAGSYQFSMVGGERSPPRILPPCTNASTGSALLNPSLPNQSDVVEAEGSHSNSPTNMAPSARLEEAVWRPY
Target sequence (Q13951 whole entry, looked up): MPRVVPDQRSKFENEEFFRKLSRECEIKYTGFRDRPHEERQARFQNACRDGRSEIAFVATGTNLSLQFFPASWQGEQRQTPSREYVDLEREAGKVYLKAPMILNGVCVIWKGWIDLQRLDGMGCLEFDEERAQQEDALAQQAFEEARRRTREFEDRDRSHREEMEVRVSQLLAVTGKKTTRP
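AlphaScreen binding: CBFb-His and RUNX1-biotin (30 nM each) preincubated 20 min, compound added for 15 min, then nickel and streptavidin beads for 90 min, all at room temperature. Disruption of the interaction by any mechanism counts as activity.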
GAA glycogen mod = GAA glycogen-cleavage inhibition or activation. P10253. recombinant GAA, glycogen substrate, Amplex Red glucose oxidase fluorescence. Potency, µM (series often up to 76.4 µM), inactives show at the top dose activity change, negative = inhibition, hits mostly inhibitors. 300,000 compounds, 0.38% hits;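 further: potency means the concentration at half of the fitted maximal effect; 0% = full enzyme reaction and -100% = no-enzyme basal signal; the screen sought inhibitors and activators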
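Recombinant human alpha-glucosidase (4 nM final) hydrolysed bovine liver glycogen (30 ug) for 40 min at 37 C in pH 5.0 citrate/phosphate with 0.01% Tween-20. Released glucose detected by glucose oxidase/Amplex Red, Ex 573/Em 610 nm. Compounds up to 77 uM; AC50 from Hill fits.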
GAA inh = alpha-glucosidase (human) inhibition; Potency, µM (titrated, usually from 76.9 µM), for the others: at the top dose activity change, negative = inhibition, most hits filed as inhibitors; 200,000 compounds, 0.005% hits; purified human GAA, 4-MU-alpha-glucoside fluorescence;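 further: potency means the concentration at half of the fitted maximal effect; plate controls were uninhibited enzyme wells for no effect and no-enzyme background for full effect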
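Human alpha-glucosidase, 4 nM, pre-mixed with test compounds before 400 uM 4-methylumbelliferyl substrate; 20 min room temperature at pH 5.0. Fluorescence read after pH 10 stop; AC50 values from Hill-equation fits.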
HTT aggregate = reduces HttQ103-GFP aggregates in PC12 cells | Potency, µM (doses to about 46.1 µM), inactives show top-dose activity change, negative = inhibition, most hits filed as inhibitors | 220,000 compounds, 1.1% hits | PC12 HttQ103-GFP aggregates, Acumen cytometry, 40 h; further: potency means the concentration at half of the fitted maximal effect; on the % scale 0 is the no-effect control and ±100 the full control effect; nearly all actives have a fitted effect of over 60% in size
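PC12/HTTQ103-GFP, ecdysone-inducible; teb 100 nM; cpd qHTS titration; GFP aggregates read on laser cytometer, Ex 488/Em 500-530 nm.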
Lamin A splicing = LMNA splicing modulation; 200,000 compounds, 0.01% hits; HeLa LMNA splicing GFP/RFP minigene ratio, 48 h; Potency, µM (titrated, usually from 46.1 µM), for inactives: top-dose ratio change, negative = inhibition, hits mostly inhibitors; active means well fitted inhibition curve with a large enough effect in the signal ratio, with a control signal flat, not every such curve was filed as active; inconclusive means small, poorly fitted or top-dose-only effect, or effect the other way, or a change in a side signal; the % refers to the signal ratio; further: potency means the concentration at half of the fitted maximal effect; on the % scale 0 is the no-effect control and ±100 the full control effect
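Read-out is the ratio of GFP to DsRed2 object intensity, acquired by 488 nm laser-scanning cytometry on HeLa lamin A-EGFP minigene reporter cells. Compound incubation 48 hrs at 37 °C in Opti-MEM with 2% FBS; DMSO 0.5% final.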
GAA spleen mod = lysosomal alpha-glucosidase (human) modulation; P10253; human spleen homogenate, 4-MU-alpha-glucoside fluorescence; Potency, µM (series often up to 79.9 µM), inactives show at the highest dose activity change, negative = inhibition, most hits filed as inhibitors; 240,000 compounds, 0.006% hits; AID 2112;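 further: potency means the concentration at half of the fitted maximal effect; 0% = enzyme with vehicle and -100% = no enzyme basal signal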
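Compounds were titrated against alpha-glucosidase in spleen homogenate at pH 5.0, with 1 mM 4-methylumbelliferyl substrate for 40 min at 37 C. Reactions were quenched with pH 10 NaOH/glycine and fluorescence measured.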
* hit, by the source's call; ? = inconclusive; nt = not tested or not shown; [ ] = remark or other dose. Unless noted, the call rests on the fitted dose curve; in most records, active means well fitted curve in the direction sought with a large enough effect; inconclusive means small, poorly fitted or top-dose-only effect, or another doubt; inactive means no such curve, though single readings can be large; an effect the other way counts as inactive or inconclusive.

#	Compound	HTT ATP protect	CBFb-RUNX1 inh	GAA glycogen mod	GAA inh	HTT aggregate	Lamin A splicing	GAA spleen mod
1	CCN1C(=O)/C(=C\c2cccn2-c2ccc([N+](=O)[O-])cc2)N(CC)C1=S	-9%[10 µM]	-12%	5%	4%	3%	-3%	-6%
2	Cc1ccc(C(=O)NCC(=O)OCC(=O)NCC(F)(F)F)cc1	-13%	4%	5%	-1%	8%	3%[46 µM]	5%
3	O=C(NCc1cccnc1)c1ccccc1Br	17%[1.9 µM]	2%	-2%	-3%	-8%	3%	-8%
4	O=C(NS(=O)(=O)c1ccccc1)c1ccccc1F	-16%[10 µM]	16%	-1%	3%	-4%	-1%	0%
5	CCCCC(CCC(=O)NNC(=O)Cc1ccccc1)C(=O)O (stereo not drawn)	31%[10 µM]	6%	15%	4%	-12%	-12%	2%
6	CCCc1[nH]n(-c2ccc([N+](=O)[O-])cc2)c(=O)c1C=NCCN1CCNCC1	15%[10 µM]	2%	1%	3%	5%[9.22 µM]	nt	-4%
7	CCCCn1c(SCC(=O)Nc2ccc3c(c2)OCO3)nc2c1c(=O)n(C)c(=O)n2C	6%	14%	?	-6%	-14%	?	-2%
8	Cc1nn(Cc2cccc(C(=O)O)c2)c(C)c1[N+](=O)[O-]	15%[10 µM]	-2%	8%	nt	30%[9.22 µM]	nt	-3%
9	Cc1ccc(-c2csc(NC(=O)CSc3nc(C)cc(=O)[nH]3)n2)cc1	9%[10 µM]	-11%	-2%	-3%	-19%	?	-11%
10	CC1(C)C(C=C(Cl)Cl)C1C(=O)N1CCN(c2ccccc2)CC1 (stereo not drawn)	-20%[0.074 µM]	4%	-16%	-1%	?	?	-10%
11	CCOC(=O)CC1(C)SC(NC(C)=O)=NN1C(C)=O (stereo not drawn)	18%[10 µM]	-3%	14%	?	-2%[9.22 µM]	nt	4%
12	N#CC1(c2ccccc2)CCC(=O)N1c1ccccc1 (stereo not drawn)	9%[10 µM]	8%	7%	nt	-1%[9.22 µM]	nt	-2%
13	[N-]=[N+]=CC(=O)CC(c1ccccc1)N1C(=O)c2ccccc2C1=O (stereo not drawn)	-2%[0.074 µM]	-13%	-22%	-9%	-2%	7%	-8%
14	O=C(CSc1nnc(-c2ccoc2)o1)N1CCOCC1	0%[10 µM]	3%	-12%	-3%	1%	1%	-4%
15	Cc1cccc(-c2nc(C)cc(=O)[nH]2)c1	16%[10 µM]	24%	2%	nt	-4%[9.22 µM]	nt	5%
16	NS(=O)(=O)c1ccc(CCNC(=O)c2ccc(Cn3c(=O)[nH]c4ccccc4c3=O)cc2)cc1	-14%	-1%	3%	?	1%	23%[46 µM]	4%
17	O=C(CN1CCc2[nH]c3ccccc3c2C1)N1CCCCC1	-13%	3%	18%	-1%	9%	13%	-4%
18	O=S(=O)(c1cc(-c2nc3ccccc3s2)ccc1Cl)N1CCOCC1	9%	-2%	9%	5%	10%	1%	-4%
19	CC1CC(C)CN(CC(=O)Nc2ccc3c(c2)OCCO3)C1 (stereo not drawn)	-16%	2%	4%	0%	-9%	-4%	-1%
20	COc1cccc(NC(=O)CCC(=O)NCc2ccco2)c1	-12%	-1%	10%	5%	-14%	11%	1%
21	CC1(C)C(=O)Nc2ccccc2N1C(=O)Cn1ncc(Cl)c(Cl)c1=O	-17%[10 µM]	-5%	8%	9%[15.4 µM]	13%[9.22 µM]	nt	5%
22	Cc1cccc(C)c1NC(=O)/C(C#N)=C/c1ccsc1	33%[10 µM]	0%	-6%	2%	-12%	-8%	2%
23	COC(=O)c1sccc1NC(=O)c1cc2c(s1)CCCC2	-84%[inhibitor]	2%	-3%	-2%	1%	11%	-4%
24	CN(C)CC1CCCCC1OC(=O)/C=C/c1ccc(Cl)cc1Cl (stereo not drawn)	-28%	6%	-1%	-7%	-8%	6%[46 µM]	3%
25	CC(=O)N1CCN(Cc2nc3cc(NC(=O)NC4CCCCC4)ccc3n2C)CC1	nt	7%	22%	0%	3%	-7%[46 µM]	3%
26	CC1CCCCC1NC(=O)Cn1c(CN2CCCCC2)nc2ccccc2c1=O (stereo not drawn)	-9%[10 µM]	1%	-13%	-7%	-10%	4%	-2%
27	COc1ccc(/C(=N/O)C(C)(C)NO)cc1	-8%	4%	17%	-18%	5%	10%	-4%
28	CN1CCN(c2ccc(S(=O)(=O)N3CCCCC3)cc2NC(=O)c2ccc(C#N)cc2)CC1	15%[10 µM]	0%	-4%	1%	30%	-4%	-3%
29	Brc1ccc(CSc2ccc(-c3ccco3)nn2)cc1	-25%	-3%	-3%	-1%	-28%	nt	5%
30	ONC(=Nc1ccccc1)c1ccccc1Cl	-27%	5%	-6%	6%	8%	6%	1%
31	COc1ccccc1C1SCCN1S(C)(=O)=O (stereo not drawn)	7%	6%	9%	-1%[15.4 µM]	-1%	8%	-3%
32	CCOC(=O)C1C(=O)CC(C)(O)C(C(=O)OCC)C1c1ccccc1 (stereo not drawn)	0%[10 µM]	0%	-2%	1%	-10%	-14%	5%
33	COc1cc(F)ccc1S(=O)(=O)N1CCN(C23CC4CC(CC(C4)C2)C3)CC1	-26%	-4%	16%	-7%	1%	6%	-4%
34	COc1ccc(N(C(C)C(=O)N/N=C/c2cccnc2)S(C)(=O)=O)cc1 (stereo not drawn)	-27%	0%	-8%	-5%	5%	nt	3%
35	O=C(Cn1cc(C(F)(F)F)cc(Cl)c1=O)Nc1cc(S(=O)(=O)N2CCOCC2)ccc1Cl	-9%[10 µM]	3%	9%	-2%	?	-1%	-6%
36	O=C(CSc1nc2ncc(Br)cc2[nH]1)c1ccc([N+](=O)[O-])cc1	-15%[10 µM]	-13%	-25%	-2%	-14%	-3%	-2%
37	Cn1cnc([N+](=O)[O-])c1Oc1cccc(O)c1	34%[10 µM]	-3%	-6%	-3%	?	?	-2%
38	O=C(NNC1=NCCCCC1)Nc1cccc(Cl)c1	3%[10 µM]	-4%	?	7%	10%	4%[46 µM]	1%
39	CCOCCCNC(=S)NCCCNc1nc2c(C)cc(C)cc2cc1C#N	-9%[10 µM]	?	22%	4%	-10%[9.22 µM]	?	7%
40	O=C(CSc1nnc(-c2ccccc2)o1)NC1CCS(=O)(=O)C1 (stereo not drawn)	1%[10 µM]	2%	14%	-8%	-17%	-8%	-7%
41	O=C(Nc1ccccc1Cl)C1CC(=O)N(c2ccccc2)C1 (stereo not drawn)	7%[10 µM]	0%	7%	3%	12%[9.22 µM]	nt	6%
42	Cc1ccc(Cn2cccc(NC(=O)NCc3ccccc3)c2=O)cc1	-25%	-6%	3%	-1%	6%	-4%	-8%
43	CN(C)c1ccc(NC(=S)c2ccccn2)cc1	-51%[inhibitor]	-4%	-5%	4%	?	?	-5%
44	C=CCn1c(=O)c2ccc(C(=O)NCc3ccccc3)cc2n(Cc2ccccc2Cl)c1=O	nt	-1%	-1%	8%	9%	5%	-2%
45	CC(C)(C)c1cc(NC(=O)COc2ccc(Br)cc2)n(-c2ccccc2)n1	3%	5%	-7%	-8%	1%	15%	-3%
46	CCOC(=O)CSc1ncnc2c1cnn2-c1ccc(C)cc1	-31%	6%	0%	-13%	7%	3%	-2%
47	O=C(NC(=S)Nc1ccc2[nH]ncc2c1)c1ccccc1	6%	-1%	0%	-2%	-8%	-3%	-3%
48	O=c1cc(CSc2nc3ccccc3[nH]2)c2ccccc2[nH]1	-20%	-7%	-8%	-3%	-1%	-6%	7%
49	Cc1ccc(-n2ncc3c(=O)n(CC(=O)NC4CCCCC4)cnc32)cc1C	-7%	6%	-2%	0%	-11%	24%	4%
50	Cc1cc(SCC(=O)NC(=O)NCc2ccco2)nc2ccccc12	-53%[inhibitor]	-9%	-2%	-8%	19%	?	-10%

Next records:
#	Compound	HTT ATP protect	CBFb-RUNX1 inh	GAA glycogen mod	GAA inh	HTT aggregate	Lamin A splicing	GAA spleen mod
51	COc1cc(OC)cc(-c2n[nH]c(=S)n2-c2ccc3c(c2)OCO3)c1	-5%[10 µM]	-4%	-5%	2%	7%	2%	1%
52	CC(C)NC(=O)NC(=O)CSc1nnc(COc2ccccc2F)n1C(C)C1CC2CCC1C2 (stereo not drawn)	-17%	1%	-15%	-22%	-21%	?	1%
53	O=C(NC1CCCCC1)N1CCC(n2c(=O)[nH]c3ccccc32)CC1	10%	1%	7%	1%	7%	-7%	2%
54	Cn1nc(-c2ccc(Cl)cc2)cc1NC(=O)CC(C)(C)CC(=O)O	-9%[10 µM]	14%	1%	0%	0%[9.22 µM]	nt	2%
55	O=C(O)c1ccc(NS(=O)(=O)c2cccc3cccnc23)cc1	3%	3%	-11%	-7%	3%	5%	5%
56	COc1ccc(CCCC(=O)Nc2ccccc2F)cc1	-8%[10 µM]	2%	0%	-10%	6%	2%	-2%
57	CCc1nnc(NS(=O)(=O)c2ccc(NC(=O)c3cc(Cl)ccc3Cl)cc2)s1	-21%	-1%	-10%	-6%	3%[9.22 µM]	nt	-13%
58	CCOC(=O)N1CCN(S(=O)(=O)c2cc(Br)cc3c2N(C(C)=O)C(C)C3)CC1 (stereo not drawn)	23%[10 µM]	10%	0%	-7%	-4%	-9%	-5%
59	CCN(CC)CCCn1c(C)cc2c(c1=O)C(c1cc(OC)c(OC)cc1OC)C(C#N)=C(N)O2 (stereo not drawn)	14%	-1%	-6%	-9%	9%	5%	-14%
60	COc1cccc(N2C(N)=NC(N)=NC2(C)C)c1	13%	1%	6%	-9%	6%	?	-7%
61	Cc1ccc(C(=O)N2CCN(c3ccccc3)CC2)cc1C	9%	-1%	2%	0%	7%	-13%	-8%
